ATXN viability = reduces viability in counter-screen for ATXN expression inhibitors; hit rate 0.49% among 400,000; S2 cells (HEK-293 line with an ATXN2-luciferase reporter) viability, CellTiter-Fluor protease fluorescence, 24 h; AID 651635; Potency, µM (series often up to 56.7 µM), most hits filed as cytotoxic; further: potency means the concentration at half of the fitted maximal effect; nearly all actives have a fitted effect of over 40% in size
ATXN2 expr inh = inhibitors of ATXN2 expression. HEK-293 ATXN2-luciferase reporter, luminescence, 24 h. Potency, µM (highest dose often 57 µM), for the others: at the highest dose activity change, negative = inhibition, most hits filed as inhibitors. hit rate 0.72% among 360,000. AID 1745845; further: potency means the concentration at half of the fitted maximal effect; on the % scale 0 is the no-effect control and ±100 the full control effect; nearly all actives have a fitted effect of over 55% in size
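ATXN2-luciferase reporter cells (luciferase flanked by upstream and downstream ATXN2 gene portions) were treated 24 h at 37 °C with compounds at up to 57 uM. SteadyGlo luminescence gave expression; GF-AFC fluorescence gave viability.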
HT1080 IDH1KD tx = toxicity to HT-1080 IDH1 knockdown cells (counter line); HT-1080 IDH1 knockdown viability, ATP luminescence, 48 h; AID 686971; Potency, µM (top dose mostly 46.1 µM), without a hit: at the highest dose activity, negative = toxicity, most hits filed as cytotoxic; hit rate 2% among 360,000;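 further: potency means the concentration at half of the fitted maximal effect; 0% = DMSO wells and -100% = cell-free medium wells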
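Knockdown cells (IDH1KD HT-1080) received compounds 2 h after plating at 750 cells/well and were kept 48 h at 37 °C in 5% FBS RPMI. A CellTiter-Glo luminescence read gave % activity for curve fitting.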
SW480 rereplic = DNA re-replication induction in SW480 cells | SW480 DNA re-replication, Hoechst DNA content imaging, 48 h | Potency, µM (series often up to 46.1 µM), for inactives: top-dose re-replication activation, most hits filed as activators | hit rate 1.8% among 340,000 | AID 624297; further: potency means the concentration at half of the fitted maximal effect; % of control where 0% means no effect; nearly all actives have a fitted effect of over 55% in size
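Treated cells incubate 48 hr (37 C, 5% CO2), are stained 40 min with Hoechst, and nuclear fluorescence is enumerated; a rise in nuclei with high DNA signal marks re-replication.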
HepG2 viability = kills HepG2 cells in TGF-b inhibitor counter-screen | Potency, µM (series often up to 46.1 µM), without a hit: at the top dose activity change, negative = cytotoxicity, hits mostly cytotoxic | AID 588856 | hit rate 0.76% among 410,000 | HepG2 CAGA-GFP viability, ATP luminescence, 18 h; further: potency means the concentration at half of the fitted maximal effect; some results filed as inactive show a strong effect at the top dose
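CellTiter-Glo luminescence gave cytotoxicity after 18 hours at 37 degrees C. The cells were HepG2 CAGA-GFP in 1% FBS DMEM, stimulated with 500 pg/mL TGF-beta after compound addition. %Activity was normalised to no-cell wells (complete cell-killing) and DMSO (no toxicity), and curves were fitted and classified.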
KB-3-1 tox = kills parental KB-3-1 adenocarcinoma cells | KB-3-1 viability, CellTiter-Glo ATP luminescence, 72 h | Potency, µM (series often up to 46.1 µM), without a hit: at the top dose activity change, negative = cytotoxic, hits mostly cytotoxic | hit rate 1.4% among 400,000 | AID 1347075; further: potency means the concentration at half of the fitted maximal effect; on the % scale 0 is the no-effect control and ±100 the full control effect; nearly all actives have a fitted effect of over 60% in size
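Cytotoxicity in the drug-sensitive parental line KB-3-1 was scored as loss of CellTiter-Glo luminescence following 72 h incubation with compound. Values come from curve fitting of normalized concentration-response data.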
HT1080NT lethal = kills 2HG-producing HT-1080-NT fibrosarcoma cells; AID 686970; HT-1080-NT fibrosarcoma viability, CellTiter-Glo ATP luminescence, 48 h; Potency, µM (highest dose often 46.1 µM), inactives show top-dose activity, negative = less viability, most hits filed as cytotoxic; hit rate 1.6% among 360,000;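 further: NT is the 2HG producing partner of a matched IDH1 knockdown line; potency means the concentration at half of the fitted maximal effect; 0% = DMSO-treated cells and -100% = media-only wells without cells; nearly all actives have a fitted effect of over 55% in size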
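Luminescent CellTiter-Glo readout after 48 hours of compound exposure at 37 degrees C defined viability of HT-1080-NT cells. Activity was normalized to DMSO wells and cell-free media wells; concentration-response curves were fitted and assigned curve classes.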
IL1B secr inh = blocks inflammasome-driven IL-1 beta release; THP-1 LPS/ATP IL-1B secretion, AlphaLISA, 16 h; stronger effect = lower value; activity change, % at 57.5 µM; hit rate 4.7% among 360,000; AID 743279; in the data active means activity change below about -50%; inconclusive means mostly about -30% to -49%; further: on the % scale 0 is the no-effect control and ±100 the full control effect
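THP-1 cells pretreated 1 hr with compounds (up to 57.5 uM final), then stimulated with LPS (250 ng/mL final) plus ATP (1.25 mM final); secreted IL-1B measured by AlphaLISA after 16 hr, decreased signal indicating inhibition.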
MCF10A rereplic = DNA re-replication induction in MCF 10a cells; hit rate 2.9% among 350,000; AID 624296; MCF 10A DNA re-replication, Hoechst nuclear intensity, 48 h; Potency, µM (top dose mostly 46.1 µM), inactives show at the highest dose activity, positive = re-replication, most hits filed as activators; further: potency means the concentration at half of the fitted maximal effect; % of control where 0% means no effect; nearly all actives have a fitted effect of over 50% in size
* marks the source's active call; other numbers are inactive results; i = inactive; ? = inconclusive; . = not tested or not shown; [ ] = another dose, or the depositor's remark. Unless noted, the call rests on the fitted dose curve; in most records, active means well fitted curve in the direction sought with a large enough effect; inconclusive means small, poorly fitted or top-dose-only effect, or another doubt; inactive means no such curve, though single readings can be large; an effect the other way counts as inactive or inconclusive. This is a random part of the collection; overall some 8.9% were active at least once.

Start of the data: the first 2 compounds, ahead of the listing:
SMILES | ATXN viability | ATXN2 expr inh | HT1080 IDH1KD tx | SW480 rereplic | HepG2 viability | KB-3-1 tox | HT1080NT lethal | IL1B secr inh | MCF10A rereplic
O=C(NCCCN1CCCC1=O)c1cccc(S(=O)(=O)N2CCN(c3ccc(F)cc3)CC2)c1 | i | -2% | 1% | 0% | -28% | -26% | 6% | -2 | 14%
Cc1cc(Cl)c(S(=O)(=O)NC(C(=O)O)c2ccccc2)cc1OCC(N)=O (configuration not stated) | i | 4% | -13% | 3% | -43% | 19% | -1% | 26 | 12%

The listing, from the first entry:
SMILES | ATXN viability | ATXN2 expr inh | HT1080 IDH1KD tx | SW480 rereplic | HepG2 viability | KB-3-1 tox | HT1080NT lethal | IL1B secr inh | MCF10A rereplic
O=C(NCCCN1CCCC1=O)c1cccc(S(=O)(=O)N2CCN(c3ccc(F)cc3)CC2)c1 | i | -2% | 1% | 0% | -28% | -26% | 6% | -2 | 14%
Cc1cc(Cl)c(S(=O)(=O)NC(C(=O)O)c2ccccc2)cc1OCC(N)=O (configuration not stated) | i | 4% | -13% | 3% | -43% | 19% | -1% | 26 | 12%
COc1ccccc1-c1cc(C(=O)Nc2cccnc2)no1 | ? | -4% | 0.25µM* | 0.52µM* | -21% | 0.16µM* | 0.32µM* | 43 | ?
COc1cccc(CC(NC(C)=O)C(=O)NC2CCN(C(=O)c3ccc(Cl)cc3)CC2)c1OC (configuration not stated) | i | 91%[activator] | -2% | -6% | -2% | 8% | 22% | 17 | -3%
CCOc1cc(S(=O)(=O)N2CCC(Cc3ccccc3)CC2)c(OCC)cc1-n1cnnn1 | i | 2% | 0%[9.24 µM] | 0% | -37% | -1% | -25% | -11 | -2%
O=C(CCN1C(=O)c2ccccc2S1(=O)=O)NCc1ccco1 | i | 14% | 7% | -2% | -2% | 21% | 5% | 13 | ?
Cc1ccc(NC(=O)CCc2c(C)nc3c(-c4ccc(F)cc4)c(C)nn3c2C)cc1F | i | 2% | . | . | 5% | -8% | . | . | .
Cc1nc2c(C(=O)NCc3ccccc3Cl)c[nH]n2c(=O)c1Cc1cccc(Cl)c1 | i | 0% | . | . | -76% | -5% | . | . | .
FC(F)(F)c1cnc(C(c2ccccn2)c2ncn[nH]2)c(Cl)c1 (configuration not stated) | . | -25% | -13% | ? | -13% | -27% | -14% | 78 | ?
Oc1cc(NCc2cccnc2)ccc1-c1nc2ccccc2o1 | i | 6% | ? | ? | -33% | ? | -19% | -6 | 21µM*
Cc1ccc(-n2c(SCC(=O)NC3CCS(=O)(=O)C3)nc3ccccc3c2=O)c(C)c1 (configuration not stated) | ? | . | -8% | . | 12% | -1% | -10% | 0 | .
CC1CCN(C(=O)CCCN2C(=O)c3cccnc3Oc3ccc(Cl)cc32)CC1 | ? | ? | -4% | ? | -5% | 3% | -36% | . | ?
CCc1c(C(=O)Nc2ccc(OC)cc2)[nH]c(C)c1C(C)=O | i | 54%[activator] | -9% | 0% | -5% | -17% | -3% | 3 | 5%
O=C(Nc1cc(C(F)(F)F)ccc1Cl)C1CCN(c2nnc(-n3cccc3)s2)CC1 | i | -19% | -10% | 9% | -36% | -13% | -12% | -3 | 16%
O=c1c(Cl)c(NCCO)cnn1-c1cccc(Cl)c1 | i | 27% | 14% | ? | 0% | 16% | -5% | -15 | -14%
CCOC(=O)/C=c1/s/c(=C\c2c(OC)ccc3ccccc23)c(=O)n1CC(=O)NCC1CCCO1 (configuration not stated) | ? | -5% | ? | 15µM* | 7% | ? | 16µM* | 6 | ?
Cc1cccc(NC(=O)CN2CCN(C(=O)C3CCN(C(=O)/C=C/c4ccccc4)CC3)CC2)c1C | i | -7% | -1% | ? | -9% | -1% | -6% | 18 | 2%
OC1CCC(Nc2ncnc3sccc23)CC1 (configuration not stated) | i | 1% | -11% | -22% | -5% | 4% | -10% | -3 | -1%
CSc1nsc(SCC(=O)Nc2ccc3c(c2)OCCO3)n1 | i | 63%[activator] | -4% | -9% | -11% | -3% | 7% | -1 | 19%
O=C1NC[C@@H](CCCCN2C[C@H](Cc3ccccc3)N(CCc3ccccc3)C(=O)C2=O)N(Cc2ccccc2)C1=O | i | 3% | 0% | . | . | -6% | 1% | -11 | .
COc1ccc(S(=O)(=O)N2CCOC23CCN(S(=O)(=O)c2ccc(Cl)cc2)CC3)cc1 | ? | 1% | -1% | 3% | 0% | 0% | 8% | -7 | 14%
COc1ccc(S(=O)(=O)N2CCN(c3ccccn3)CC2)c(OC)c1 | i | . | 0% | -17% | -2% | -1% | 7% | 21 | 1%
CCOC(=O)c1c(C)[nH]c(C)c1C(=O)CSc1nc2ccccc2c(=O)n1-c1ccccc1C | i | -26% | -34% | ? | -8% | ? | -29% | -13 | ?
COC(=O)[C@]1(S(=O)(=O)c2ccccc2)C[C@@H]2ON=C(c3ccc(OC)cc3)[C@@H]2C1 | i | 5% | 3% | -8% | -19% | 0% | 5% | -2 | -2%
COc1cccc(OC)c1OCCCc1c(C)n[nH]c1C | i | -1% | 1% | -5% | 7% | -15% | 2% | 0 | 0%
CCCCCc1nnc(NC(=O)CN2C(=O)C3CCCCC3C2=O)s1 (configuration not stated) | i | 0% | -1% | -3% | 9% | 15% | -5% | -3 | 0%
O=C(C[n+]1ccccc1)N1c2ccccc2Sc2ccccc21 | i | -18% | -16% | 1% | -1% | -10% | -16% | -18 | -3%
CCN=C1S/C(=C\c2ccc(-c3cccc(C(=O)O)c3)o2)C(=O)N1CC | i | 46%[activator] | -13% | 5.8µM* | -17% | 1% | -8% | 0 | ?
NC1=NS(=O)(=O)NC1c1ccc(Br)cc1 (configuration not stated) | i | 2% | 5% | 1% | 17% | 0% | 9% | 9 | -11%
O=C(C[n+]1cnn(CC(=O)c2ccc(Cl)cc2Cl)c1)c1ccc([N+](=O)[O-])cc1 | i | -17% | -14% | ? | -69% | 18µM* | -15% | -71* | 11%
Cc1cc(C(F)(F)F)c(C#N)c(SCC(=O)Nc2nc3ccccc3s2)n1 | i | 23% | 18µM* | . | -46% | -1% | ? | 0 | ?
O=C(CS(=O)(=O)c1c[nH]c2ccccc12)N1CCCCC1 | i | 6% | -3% | -10% | -11% | -2% | -6% | -6 | -2%
CC1=CCC(C(=O)O)(C(=O)N/N=C/c2cccs2)C(c2ccc(Cl)cc2)C1 (configuration not stated) | i | 4% | 12% | -4% | -18% | 4% | 15% | 24 | -18%
COc1cccc(-c2csc(Nc3ccc(Oc4ccccc4)cc3)n2)c1 | i | 7% | -10% | . | -3% | 0% | -15% | -18 | .
CCOc1ccc(S(=O)(=O)N2CCN(C)CC2)c(C)c1C | i | -2% | 0% | 12% | -7% | -12% | -3% | -12 | -3%
O=C(NCCC1CC1(Cl)Cl)c1ccc([N+](=O)[O-])cc1 (configuration not stated) | i | 14% | 16% | -5% | -2% | -1% | 13% | 31 | -2%
COc1cc(/C=C/C(=O)OC(C)C(=O)Nc2ccc(Cl)cn2)ccc1OC(F)F (configuration not stated) | i | 1% | 9% | -1% | -26% | 20% | -1% | -52* | 14%
CCOc1ccc(CCNC(=O)CCc2c(C)nc3ncnn3c2C)cc1OCC | i | -6% | 7% | -2% | 1% | 1% | 3% | 23 | 7%
Cc1ccc(C(=O)NCC(C)(C)N2CCOCC2)s1 | i | 3% | 13% | -4% | 0% | -3% | 20% | 14 | ?
Cc1cc(Nc2ccccc2)n(C(=O)c2ccc(Cl)cc2)n1 | i | 46%[activator] | ? | 0% | -14% | 14% | 16% | 15 | ?
Cc1ccc(CSc2nnc(SCC(=O)N/N=C/c3c[nH]c4ccccc34)s2)cc1 | . | ? | 23µM* | ? | -19% | ? | 21µM* | 30 | 13µM*
Cc1cc(S(=O)(=O)Nc2ccc(C(=O)N3CCN(C(=O)c4ccco4)CC3)cc2)ccc1F | i | -2% | -27% | -1% | -13% | -7% | -14% | 6 | -1%
O=C(COc1ccc(Cl)cc1)NNC(=O)c1ccc2c(=O)n3c(nc2c1)CCC3 | i | 8% | 3% | -11% | -3% | 12% | 5% | 11 | -1%
COc1ccccc1N(C)S(=O)(=O)c1ccc(C(=O)Nc2ccc(C(N)=O)cc2)cc1 | i | . | -4% | -14% | -8% | 1% | 0% | 19 | 7%
CCOc1ccc(NC(=O)CSc2nncc(=O)n2N)cc1 | i | -1% | -18% | 1% | 1% | -13% | -25% | 0 | -1%
CCSc1nnc(NC(=O)CC)s1 | i | 9% | -1% | -5% | -3% | -6% | 4% | 23 | 1%
COc1ccccc1NS(=O)(=O)c1cc(C(=O)NCc2ccncc2)ccc1C | i | -10% | -5% | 1% | -12% | 4% | -3% | -8 | 1%
CC(=O)c1cccc(S(=O)(=O)NC2CCSc3ccccc32)c1 (configuration not stated) | i | 0% | -5% | -3% | -6% | -16% | -2% | 36 | 0%
COc1ccc(N2C(=O)C3CCCN3C2c2cccc(C)c2)cc1Cl (configuration not stated) | i | -5% | 12% | 2% | -1% | 3% | 0% | 0 | 15%
O=S(=O)(c1ccc(Cl)cc1)N1c2ccccc2Oc2nc3ccccc3nc21 | i | 2% | 6% | 18% | -2% | ? | 8% | 5 | 15µM*
Cc1ccc(C(=O)c2cn(Cc3ccccc3)c3cc4c(cc3c2=O)OCCO4)cc1 | i | -31% | . | . | -56% | -22% | . | . | .
C#CCNC(=O)C1=C[C@H](C)C[C@H](OCc2ccc(CO)cc2)O1 | i | 6% | 8% | -11% | -1% | ? | 3% | -15 | 4%
COc1ccc(CNCc2c(C(=O)O)c(C)n(Cc3ccc(Cl)cc3)c2C)c(OC)c1 | i | -14% | . | . | -23% | 0% | . | . | .
COc1cccc(NC(=O)CN(C)C(=O)CCc2nc3sc4c(c3c(=O)[nH]2)CCCC4)c1 | i | 3% | -1% | ? | -3% | 13% | -3% | 3 | 8%
